TDP1 cell CPT – growth inhibition of DT40 Tdp1-/-;hTDP1 cells with camptothecin (screen for TDP1 inhibitors) | 12% of 420,000 active | chicken DT40 Tdp1-/-;hTDP1 cells + 20 nM CPT, ATP luminescence, 48 h | AID 686979 | Potency, µM (highest dose often 46.2 µM), without a hit: at the top dose activity change, negative = growth inhibition, actives largely listed as inhibitors; active = well fitted inhibition curve with a large enough effect; inconclusive = small, poorly fitted or top-dose-only effect; note: nearly all actives have a fitted effect of over 55% in size
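Chicken DT40 Tdp1-/- cells complemented with human TDP1, 400 cells/well, exposed to compounds plus 20 nM camptothecin for at least 48 h at 37 C; viability read as ATP content by CellTiter-Glo luminescence.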
Active calls of the source: *; [ ] = remark or other dose. % is set by controls: 0 for no effect and ±100 for the full control effect; potency is the fitted concentration of half-maximal effect.

`Cc1cccc(NC(=O)CNC(=O)[C@H]2O[C@@H](n3ccc(N)nc3=O)[C@H](O)[C@@H]2O)c1C` gave TDP1 cell CPT -10%.
O=C(NC1CC1)c1cccc(NC(=O)C2CCN(S(=O)(=O)c3ccccc3C(F)(F)F)CC2)c1 was read as TDP1 cell CPT inconclusive.
For COC(=O)[C@]12CCCCC=C1N(Cc1ccc(Cl)cc1Cl)C(=O)[C@H](CC(=O)N1CCSCC1)C2 the results were TDP1 cell CPT inconclusive.
`COc1ccc([N+](=O)[O-])cc1CN1CCN(c2ncc(Cc3ccccc3)cn2)CC1` gave TDP1 cell CPT 21µM*.
For CC(C)n1nnnc1C1c2ccccc2C(=O)N1Cc1ccc(F)cc1 (centres undefined) the results were TDP1 cell CPT -10%.
CCOc1ccc(NS(=O)(=O)c2ccc(C(=O)NCC(c3ccco3)N3CCCCC3)cc2)cc1 (centres undefined) was read as TDP1 cell CPT inconclusive.
For COc1ccccc1CNc1nc(NCc2ccc3occc3c2)c2sccc2n1 the results were TDP1 cell CPT 21µM*.
`CCN1CCN(c2ccc(NC(=O)CC3OC(=O)c4ccccc43)cc2C)CC1` (centres undefined) gave TDP1 cell CPT 5%.
COC(=O)c1cccc(CN2C(=O)C(C)Oc3ccc(C)cc32)c1 (centres undefined) was read as TDP1 cell CPT 21µM*.
`CCOC(=O)c1ccc(-c2ccc(N3C(c4ccsc4)=Cc4ccc(F)cc4C3c3c[nH]c4ccc(C#N)cc34)cc2)cc1F` (centres undefined) gave TDP1 cell CPT -22%.
C[C@@H]1CCCCO[C@H](CN(C)Cc2ccc(C(F)(F)F)cc2)[C@@H](C)CN([C@H](C)CO)C(=O)c2cc(NS(=O)(=O)c3cn(C)cn3)ccc2O1 was read as TDP1 cell CPT -26%.
C=C(C)Cn1c2ccc(NC(=S)NCc3ccccc3F)cc2c(=O)n1C was read as TDP1 cell CPT inconclusive.
Screening COc1ccc(C(O)C(O)(C(=O)OC(C)C)c2ccc(C)cc2)cc1 (centres undefined) returned TDP1 cell CPT -5%.
Screening CCCCc1ccc(S(=O)(=O)NC(=O)C2(C)CCN2C(=O)CCc2cccs2)cc1 (centres undefined) returned TDP1 cell CPT -23%.
`COc1ccc(Cl)cc1-c1cc(C(=O)Nc2ccccc2)[nH]n1` gave TDP1 cell CPT inconclusive.
Screening CC1(C(=O)NCc2cccc3ccccc23)CCN1C(=O)C1(c2ccccc2)CCCC1 (centres undefined) returned TDP1 cell CPT 23µM*.
Screening COc1cc(C(=O)C(=O)N2CCC(Cc3ccccc3)CC2)cc2ccccc12 returned TDP1 cell CPT 16µM*.
For COc1ccc(CCNC(=O)c2cnn(-c3nccc(-c4ccco4)n3)c2C)cc1 the results were TDP1 cell CPT 18%[9.04 µM].
Screening CC(=O)N1CC2(CC(c3ccccc3F)=NO2)CN1c1ccc(Cl)cc1 (centres undefined) returned TDP1 cell CPT inconclusive.
CCCNC(=O)c1cc(C2CCCN(C(=O)C3CCCCC3)C2)on1 (centres undefined) was read as TDP1 cell CPT -18%.
OC[C@H]1O[C@@H](c2nc(-c3cccc4ccccc34)no2)[C@H](O)[C@@H]1O was read as TDP1 cell CPT inconclusive.
Screening CN1CCN(C2CN(C3CCCCC3)S(=O)(=O)C2)CC1 (centres undefined) returned TDP1 cell CPT -16%.
COc1cc(/C=C/CN2CCC(C(=O)NC(c3ccc(F)cc3)c3ccc4ccccc4n3)CC2)ccc1OC(C)=O (centres undefined) was read as TDP1 cell CPT inconclusive.
For CC1=CN2C(c3cccc([N+](=O)[O-])c3)=NON(c3ccc(C)cn3)C2C=C1 (centres undefined) the results were TDP1 cell CPT inconclusive.
Screening CCOC(=O)[C@]12Cc3c(cc(OC)c(OC)c3OC)[C@H]1N(CCC(=O)OC)C(=O)c1cc(OC)ccc12 returned TDP1 cell CPT inconclusive.
`OCC1OC(n2cnc3c(N4CCCC4)ncnc32)C(O)C1O` (centres undefined) gave TDP1 cell CPT inconclusive.
Screening COc1cc(=O)n2c(c1C(=O)NC(C)c1ccco1)CCN(C(=O)c1ccc3c(c1)OCCO3)CC2 (centres undefined) returned TDP1 cell CPT -5%.
For O=C(NCc1cccnc1)c1ccc2nc([C@@H]3O[C@H](CO)[C@H](O)[C@H](O)[C@H]3O)[nH]c2c1 the results were TDP1 cell CPT 18%.
CCCCn1nnnc1C(c1cc2ccccc2o1)N(C)Cc1ccc(Cl)c(Cl)c1 (centres undefined) was read as TDP1 cell CPT inconclusive.
Screening O=C(NCc1ccccc1Cl)c1csc([C@@H]2C[C@H](O)[C@@H](CO)O2)n1 returned TDP1 cell CPT -3%.
Screening COc1ccc(O)c(CN2CCC3(CCC(CNC(=O)c4ccco4)O3)CC2)c1 (centres undefined) returned TDP1 cell CPT -2%.
`OC[C@@H]1CN(Cc2cccc(C(F)(F)F)c2)C[C@H](n2cnc3c(NC4CC4)ncnc32)O1` gave TDP1 cell CPT inconclusive.
`Cc1cc(C(C)(C)C)cc(CN2CCN(S(=O)(=O)c3cccs3)CC2)c1O` gave TDP1 cell CPT -6%.
Screening COc1cccc(C(=O)NCCCNc2nc3cc(C)cc(C)c3cc2C#N)c1 returned TDP1 cell CPT inconclusive.
`CC(C)(C)c1ccc(CC(=O)N2CCC2(C)C(=O)NS(=O)(=O)c2cccc(Cl)c2)cc1` (centres undefined) gave TDP1 cell CPT -6%.
`CCCCCCCCCCCCCCCC(=O)OC[C@@H](O)[C@H]1OC[C@H](O)[C@H]1O` gave TDP1 cell CPT 4%.
For Cc1cccc(C)c1NC(=O)CN1CCN(C(=O)CCC(=O)N2CCC(c3ccccc3)=N2)CC1 the results were TDP1 cell CPT 12%.
`CC1(C(=O)NS(=O)(=O)c2cccc(C#N)c2)CCN1C(=O)C1CCCCC1` (centres undefined) gave TDP1 cell CPT 0%.
For Cc1ccccc1-c1n[nH]nc1C1=CC(=O)C[C@H](c2ccc(F)cc2)C1 the results were TDP1 cell CPT -22%.
C=CC1=CCN(S(=O)(=O)C(C)(C)C)[C@H]1CCO was read as TDP1 cell CPT -19%.
CN(CC(=O)Nc1ccc(F)cc1)C(=O)c1ccc(-c2ccc(F)cc2)o1 was read as TDP1 cell CPT inconclusive.
`COc1ccc(-c2ccc3[nH]c4c(c3c2)CCN2C(=O)[C@@H]([C@H](C)O)[C@@H](N(C)C(=O)Nc3ccc(F)cc3)C[C@@H]42)cc1` gave TDP1 cell CPT inconclusive.
`COc1ccc(F)cc1-c1cc(C(=O)NCc2cccc(Cl)c2)[nH]n1` gave TDP1 cell CPT inconclusive.
`CN(C)c1ccc(-c2ccnc3c2CC(C)(C(=O)NCc2ccc(F)c(F)c2)O3)cc1` (centres undefined) gave TDP1 cell CPT 9.2µM*.
CCOc1ccccc1C(=O)NCC(=O)N(C)CC(=O)Nc1ccc(N2CCOCC2)cc1 was read as TDP1 cell CPT 0%.
Screening Cc1csc(=O)n1CCC(=O)OCC(=O)Nc1ccc(N2CCOCC2)cc1 returned TDP1 cell CPT 1%.
`O=C(NCc1ccncc1)c1ccc2nc([C@@H]3O[C@H](CO)[C@H](O)[C@H](O)[C@H]3O)[nH]c2c1` gave TDP1 cell CPT -3%.
Screening O=C(NCCN1CCC(n2c(=O)[nH]c3ccccc32)CC1)c1ccccc1 returned TDP1 cell CPT -2%.
`CC[C@H](C)CCCCC(=O)N[C@@H](CCN)C(=O)N[C@H](C(=O)N[C@@H](CCN)C(=O)N[C@H]1CCNC(=O)[C@H]([C@@H](C)O)NC(=O)[C@H](CCN)NC(=O)[C@H](CCN)NC(=O)[C@H](CC(C)C)NC(=O)[C@@H](CC(C)C)NC(=O)[C@H](CCN)NC1=O)[C@@H](C)O` gave TDP1 cell CPT 8%.
Nc1nc2c(ncn2[C@@H]2O[C@H](CNCc3ccc(OCCCN4CCOCC4)cc3)[C@@H](O)[C@H]2O)c(=O)[nH]1 was read as TDP1 cell CPT 8%.
O=C1CN(CCN2CC(=O)N(Cc3ccccc3)C(=O)C2)CC(=O)N1Cc1ccccc1 was read as TDP1 cell CPT 1%.
C[C@H]1NCc2cc(-c3ccc4c(=O)c(C(=O)O)cn(C5CC5)c4c3OC(F)F)ccc21 was read as TDP1 cell CPT -23%.
CC1(Oc2cnc(Cl)c3ccccc23)CCN(Cc2ccc(-c3ccccn3)cc2)C1 (centres undefined) was read as TDP1 cell CPT inconclusive.
Screening O=C(Nc1nnc([C@@H]2O[C@H](CO)[C@@H](O)[C@H]2O)s1)Nc1ccccc1C(F)(F)F returned TDP1 cell CPT 6%.
Screening COc1ccc(-c2cnc3c(NC=O)cc(-c4ccc(F)cc4)cn23)cc1OC returned TDP1 cell CPT 0.0058µM*.
For CC(=O)Nc1ccc(C(=O)N2CCCC(c3cc(C(=O)Nc4ccccc4Cl)no3)C2)cc1 (centres undefined) the results were TDP1 cell CPT inconclusive.
COc1ccc(NC(=O)c2cc(-c3cc(F)ccc3OC(C)C)n[nH]2)c(OC)c1 was read as TDP1 cell CPT inconclusive.
`CCOC(=O)N(C)C[C@H]1OCc2cn(nn2)CCCC(=O)N([C@H](C)CO)C[C@@H]1C` gave TDP1 cell CPT 3%.
For Cc1cc(O)ccc1Nc1cc(-c2cccc(N)c2)ncn1 the results were TDP1 cell CPT -16%.
Screening CC1(C(=O)NS(=O)(=O)C2CC2)CCCN(C(=O)c2c(F)cccc2F)C1 (centres undefined) returned TDP1 cell CPT 5.2µM*.
For O=C(c1ccccc1)c1nn(-c2ccccc2)c(=O)cc1-c1ccccc1 the results were TDP1 cell CPT inconclusive.
`CNCc1cc(C)n(-c2cc(S(=O)(=O)N3CCOCC3)ccc2N2CCCC2)c1C` gave TDP1 cell CPT inconclusive.
CCOC(=O)C1(C)CCN1C(=O)c1cc(OC)ccc1Br (centres undefined) was read as TDP1 cell CPT inconclusive.
For CC1=CC(=O)C(Sc2ccc(C)cc2)=CC1=O the results were TDP1 cell CPT 1.8µM*.
`CC(=O)Nc1cccc(-c2cnc(NC(C)=O)cn2)c1` gave TDP1 cell CPT -23%.
For COc1cccc(CN2CCC3(CCC(CNC(=O)c4ccco4)O3)CC2)c1OC (centres undefined) the results were TDP1 cell CPT 7%[9.04 µM].
CC(=O)C1=C(O)C(=Cc2ccccc2)OC1=O was read as TDP1 cell CPT 2%.
Screening O=C(NC1CC1)c1ccc2sc([C@@H]3O[C@H](CO)[C@H](O)[C@H](O)[C@H]3O)nc2c1 returned TDP1 cell CPT 15%.
CC(C)C[C@H]1CN(CCCC[C@@H]2CNC(=O)C(=O)N2Cc2ccccc2)C(=O)C(=O)N1CC1CCCCC1 was read as TDP1 cell CPT -1%.
For CC(=O)N1Cc2cc(C(=O)NCC(F)(F)F)nc(-c3cccc(-c4cc5ccccc5o4)c3)c2[C@@H]1CCO the results were TDP1 cell CPT -22%.
For COC(=O)[C@@H]1CCCN1Cc1ccc2c(c1)CN(Cc1ccccc1)CCO2 the results were TDP1 cell CPT 15%[9.04 µM].
Screening C[C@H](O)[C@@H]1C(=O)N2CCc3c([nH]c4ccccc34)[C@@H]2C[C@@H]1N(C)C(=O)Nc1cc(Cl)cc(Cl)c1 returned TDP1 cell CPT 29µM*.
CCOC(=O)C1=CCN(S(=O)(=O)c2ccccc2Br)C1c1ccccc1 (centres undefined) was read as TDP1 cell CPT inconclusive.
`CC(C)C[C@@H](COCc1cccc(C(F)(F)F)c1)N1CCN(C(=O)c2ccc(C(F)(F)F)cc2)CCC1=O` gave TDP1 cell CPT inconclusive.
Screening CCC1CN(CCC(=O)N2CCN(c3ncccn3)CC2)Cc2cc(OC)ccc2O1 (centres undefined) returned TDP1 cell CPT -3%[9.04 µM].

Ten consecutive records from above, for reference:
For O=C(c1ccccc1)c1nn(-c2ccccc2)c(=O)cc1-c1ccccc1 the results were TDP1 cell CPT inconclusive.
`CNCc1cc(C)n(-c2cc(S(=O)(=O)N3CCOCC3)ccc2N2CCCC2)c1C` gave TDP1 cell CPT inconclusive.
CCOC(=O)C1(C)CCN1C(=O)c1cc(OC)ccc1Br (centres undefined) was read as TDP1 cell CPT inconclusive.
For CC1=CC(=O)C(Sc2ccc(C)cc2)=CC1=O the results were TDP1 cell CPT 1.8µM*.
`CC(=O)Nc1cccc(-c2cnc(NC(C)=O)cn2)c1` gave TDP1 cell CPT -23%.
For COc1cccc(CN2CCC3(CCC(CNC(=O)c4ccco4)O3)CC2)c1OC (centres undefined) the results were TDP1 cell CPT 7%[9.04 µM].
CC(=O)C1=C(O)C(=Cc2ccccc2)OC1=O was read as TDP1 cell CPT 2%.
Screening O=C(NC1CC1)c1ccc2sc([C@@H]3O[C@H](CO)[C@H](O)[C@H](O)[C@H]3O)nc2c1 returned TDP1 cell CPT 15%.
CC(C)C[C@H]1CN(CCCC[C@@H]2CNC(=O)C(=O)N2Cc2ccccc2)C(=O)C(=O)N1CC1CCCCC1 was read as TDP1 cell CPT -1%.
For CC(=O)N1Cc2cc(C(=O)NCC(F)(F)F)nc(-c3cccc(-c4cc5ccccc5o4)c3)c2[C@@H]1CCO the results were TDP1 cell CPT -22%.

(more compounds)
CC(=O)NC(c1ccc(F)c(F)c1)c1nc(-c2ccncc2)cs1 (centres undefined) was read as TDP1 cell CPT 18µM*.
For CC(C)(C)S(=O)N1Cc2cc(C(=O)N3CCOCC3)nc(-c3cccc(Br)c3)c2[C@H]1CCO (some centres undefined) the results were TDP1 cell CPT -29%.
Screening O=C(c1nc2ncccn2n1)N1CCOc2ccc(C(O)C(c3ccccc3)c3ccccc3)cc2C1 (centres undefined) returned TDP1 cell CPT inconclusive.
`CN(CC(=O)Nc1cccc(F)c1)C(=O)c1cccc(S(=O)(=O)N2CCN(Cc3ccccc3)CC2)c1` gave TDP1 cell CPT 8.2µM*.
`Cc1cc(F)cc(-c2cc(C(=O)NCc3ccccc3)[nH]n2)c1` gave TDP1 cell CPT inconclusive.

These rows are one share of the data; the hit share may differ from the screen's.
